Bioassay records as filed in PubChem.
NPY2 pot ag: NPY-Y2 potentiators or agonists, primary screen, cell-based; 220,000 tested, 0.45% active; activation, % at 3.6 µM; Neuropeptide Y receptor type 2 (Homo sapiens), P49146; cells expressing NPY-Y2, potentiator/agonist read-out; in the data active means activation above about 27%;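 further: cells stimulated with NPY near EC25 plus isoproterenol at EC100; 0% = vehicle plus submaximal agonist and 100% = vehicle plus saturating agonist; some results beyond the cut were filed as inactive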
NPY-Y1 PAM-ag: NPY-Y1 receptor potentiators or agonists, primary screen, cell-based | activation, % at 3.6 µM | 220,000 tested, 0.37% active | Neuropeptide Y receptor type 1 (Homo sapiens), P25929 | NPY-Y1 expressing cells, potentiator/agonist activation | AID 1304, 2008; in the data active means activation above about 33%, passing the limit was not always enough;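 further: cells stimulated with NPY at EC10 then isoproterenol at EC100; 0% = low agonist plus stimulus and 100% = saturating agonist plus stimulus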
CHOP inh: inhibitors of CHOP promoter induction, primary screen, cell-based, unfolded protein response, luciferase reporter; CHO-K1 CHOP-promoter luciferase, tunicamycin-induced, 15-18 h; inhibition, % at 10 µM; 220,000 tested, 3.8% active; AID 2732, 2010;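 active means compounds that reduced the stress-induced luciferase reporter signal by more than about 70% of percent inhibition, limit read from the data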;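 further: 0% = tunicamycin plus vehicle and 100% = wells without tunicamycin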
S1P4 antagonist: S1P4 receptor antagonists, primary screen, cell-based; S1P4-expressing cells, antagonist mode, reporter read-out; inhibition, % at 4.98 µM; 220,000 tested, 0.26% active; in the data active means inhibition above about 29%;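 further: 0% = wells stimulated with agonist and 100% = vehicle wells without agonist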
Target sequence (O95977 whole entry, looked up): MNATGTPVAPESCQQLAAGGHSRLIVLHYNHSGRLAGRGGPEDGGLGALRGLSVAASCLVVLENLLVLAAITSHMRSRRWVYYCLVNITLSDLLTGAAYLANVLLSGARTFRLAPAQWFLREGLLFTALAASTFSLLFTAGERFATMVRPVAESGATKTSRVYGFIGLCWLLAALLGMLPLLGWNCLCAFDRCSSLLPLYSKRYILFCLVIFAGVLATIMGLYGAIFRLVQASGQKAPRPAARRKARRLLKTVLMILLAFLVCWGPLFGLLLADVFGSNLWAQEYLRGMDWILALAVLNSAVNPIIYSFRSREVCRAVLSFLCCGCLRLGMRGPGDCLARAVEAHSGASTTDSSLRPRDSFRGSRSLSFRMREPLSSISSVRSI
TRPN1 ag: zebrafish TRPN1 channel agonists, primary screen, cell-based, HEK293, calcium fluorescence; transient receptor potential cation channel N1 (TRPN1/NompC), Danio rerio; HEK293 zebrafish TRPN1-YFP, Fluo-8 calcium fluorescence; 100% = response to 87 µM carbachol; activation, % at 3 µM; 220,000 tested, 0.18% active;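 active means activation above its plate's cutoff, the mean activation of test wells on that plate plus 3 SD, cut at about 19% in these data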;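 further: 0% = DMSO alone and 100% = 87 µM carbachol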
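System: zebrafish TRPN1-YFP in HEK293 cells / Dosing: 3 µM single point / Timing: dye loading 1 h at 37 °C, then 30 min room temperature / Signal: Fluo-8 calcium fluorescence, excitation 470-495 nm, emission 515-575 nm / Read-out basis: percent activation from peak over basal fluorescence ratio, control-normalized / Control set: high carbachol 87 µM, low DMSO alone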
S1P4 agonist: S1P4 receptor agonists, primary screen, cell-based; Sphingosine 1-phosphate receptor 4 (Homo sapiens), O95977; S1P4-expressing cell line, agonist reporter assay; activation, % at 4.98 µM; 220,000 tested, 0.35% active; AID 1509, 2009; in the data active means activation above about 11%;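 further: 0% = DMSO vehicle and 100% = reference agonist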
EP2 modulator: EP2 receptor modulators, cAMP readout, primary screen, cell-based, HTRF cAMP, PGE2 stimulation; 260,000 tested, 0.83% active; EP2-expressing cells, cAMP HTRF FRET, PGE2 co-stimulation; Prostaglandin E2 receptor EP2 subtype (Homo sapiens), P43116; induction, % at 25 µM;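 active means compounds whose cAMP rise, as percent of the full-agonist control response, exceeds 60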;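 further: rat C6 glioma line stably carrying human EP2 under a CMV promoter; the protocol text gives 20 µM as final concentration; 100% = response of wells given 1 µM PGE2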
Target sequence (P43116 whole entry, looked up): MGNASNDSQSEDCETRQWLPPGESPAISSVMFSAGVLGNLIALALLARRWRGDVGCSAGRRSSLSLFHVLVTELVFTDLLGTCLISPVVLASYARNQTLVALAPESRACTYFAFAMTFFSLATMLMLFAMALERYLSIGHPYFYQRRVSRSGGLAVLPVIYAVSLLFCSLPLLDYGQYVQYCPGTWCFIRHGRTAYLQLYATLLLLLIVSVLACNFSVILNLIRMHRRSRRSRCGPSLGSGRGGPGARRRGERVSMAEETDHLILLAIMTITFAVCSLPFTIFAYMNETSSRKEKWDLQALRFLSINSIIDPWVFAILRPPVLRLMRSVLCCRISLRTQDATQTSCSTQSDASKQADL
TRPML3 agonist: human TRPML3 channel agonists, primary screen, cell-based, HEK293 TRPML3-YFP, Fluo-8 calcium fluorescence, 3 µM. 220,000 tested, 0.29% active. Mucolipin-3 (Homo sapiens), Q8TDD5. activation, % at 3 µM. 100% = the carbachol control signal;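 active means activation above its plate's cutoff, the mean activation of the plate's test wells plus 3 SD, cut at about 12% in these data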;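 further: 0% = DMSO only wells and 100% = carbachol wells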
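system = HEK293 cells stably carrying human TRPML3-YFP | doses = one concentration, 3 µM nominal, 0.3% DMSO | timing = dye loading 1 h 37 °C then 30 min ambient, 125 s read | detection = Fluo-8 calcium dye fluorescence, ex 470-495, em 515-575 nm | benchmarks = high control carbachol 87 µM, low control DMSO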
NPY-Y1 antag: NPY-Y1 receptor antagonists, primary screen, cell-based. 200,000 tested, 1% active. HEK293-CNG Y1 cells, membrane potential fluorescence; NPY at EC95, then isoproterenol. inhibition, % at 3.6 µM. Neuropeptide Y receptor type 1 (Homo sapiens), P25929;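 active means inhibition above the campaign mean inhibition of all tested compounds plus 3 SD, cut at about 20% in these data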;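 further: 0% = DMSO wells given NPY plus isoproterenol and 100% = isoproterenol alone without NPY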
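Test system – HEK293 Y1/CNG channel cell line · Also added – NPY agonist 25 nM, then isoproterenol 1 µM plus Ro 20-1724 25 µM · Compound dosing – one concentration, 3.6 µM, in 0.4% DMSO · Schedule – compound incubation 1 h at room temperature, readout 45 min post-stimulation · Technique – fluorescence, membrane potential probe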
* hit, by the source's call; nt = not tested or not shown; & = joins results of further samples.

SMILES | NPY2 pot ag | NPY-Y1 PAM-ag | CHOP inh | S1P4 antagonist | TRPN1 ag | S1P4 agonist | EP2 modulator | TRPML3 agonist | NPY-Y1 antag
Cc1ccc(NC(=S)Nc2ccccn2)c(C)c1 | 0 | 9 | 2 | -3 | -1.2 | 0.5 | -33 | 0.5 | nt
CC(=O)OCC(=O)[C@@]1(O)CC[C@H]2[C@@H]3CCC4=CC(=O)C=C[C@]4(C)[C@H]3[C@@H](O)C[C@@]21C | -6 | -3 | 31 | -17 | 2.3 | 0.3 | 5 | 0.4 | 4
COC(=O)c1cc(C(=O)OC)cc(-n2c(C)cc(C(=O)CC#N)c2C)c1 | -16 | -8 | 21 | 2 | 0.8 | 1.2 | 15 | 0.9 | 2
O=c1cc(CN2CCN(c3cccc(Cl)c3)CC2)c2cc(O)c(-c3ccccc3)cc2o1 | -7 | -7 | 56 | 5 | 0.4 | 0.1 | -13 | 0.9 | -8
Cc1nc(N)sc1N=Nc1c(C)n(C)n(-c2ccccc2)c1=O | -2 | 12 | 5 | -12 | 1.8 | -0.3 | -14 | 0.7 | nt
COc1cc(/C=C/C(=O)OCC(=O)NC(=O)NCc2ccccc2)ccc1OCC#N | -9 | 13 | 25 | -13 | 1.4 | 1.4 | -10 | 0.8 | 6
O=c1[nH]c2cc3c(cc2cc1CN(CCO)S(=O)(=O)c1ccccc1)OCCO3 | -3 | 6 | -15 | 12 | -0.4 | -1.5 | -32 | 0.5 | nt
Cc1ccc2c(c1)C(c1ccncc1)=NNC(c1ccc(C(C)C)cc1)=N2 | 7 | -5 | 98* | -12 | -0.4 | 0.3 | 7 | 0.5 | -7
Cc1c(O)c(=O)ccn1C | 4&-8 | -9&-5 | 3&5 | -12&4 | 2.4&0.0 | -1.8&1.1 | 28 | 0.6&-0.4 | -2&-2
CCOC(=O)c1[nH]c(C)c(C(=O)OCC(=O)NC(=O)NC(C)(C)C)c1C | -8 | -7 | -10 | 0 | -1.6 | -3.4 | -12 | 0.4 | 21*
C=CCNc1nc2c(c(=O)n(C)c(=O)n2C)n1Cc1ccc(F)cc1 | 17 | 17 | 45 | -20 | -0.5 | 1.2 | 3 | -0.2 | 0
CCCCCCCCNC(=O)/C(C#N)=C/c1ccc2c(c1)OCCO2 | 2 | -15 | 23 | -7 | 0.2 | -2.3 | 16 | 1.0 | 5
O=C(Nc1ccc(F)c(Cl)c1)N1CCCC1 | -16 | -5 | -5 | -3 | 1.7 | -0.3 | -14 | -0.3 | -2
Cc1cccc(-c2cc3nc(C)cc(NCCCn4ccnc4)n3n2)c1 | 18 | -5 | -5 | -1 | -0.3 | -2.6 | -36&-46 | -0.1 | -1
Cc1ccc(/C=N/NC(=O)c2cc(C3CC3)nc3ccccc23)o1 | -7 | -11 | -11 | -13 | 0.0 | 1.9 | -9 | -0.4 | 5
O=C(Cn1cc(C(F)(F)F)ccc1=O)N/N=C/c1ccc(O)cc1 | 6 | 13 | 21 | 3 | 0.4 | -0.9 | -2 | 0.9 | nt
O=C(NCc1ccco1)c1cc([N+](=O)[O-])ccc1Cl | 10 | 5 | 7 | 6 | -0.2 | -0.6 | -12 | -1.0 | -3
COc1cc(NS(C)(=O)=O)c(OC)cc1NC(=O)c1ccccc1 | 5 | -4 | -11 | 0 | 1.7 | -1.4 | -14 | 0.3 | 1
O=C(O)CCS(=O)(=O)c1ccc(-c2ccccc2)cc1 | -4 | -5 | -7 | -18 | -0.7 | -1.7 | 0 | 0.3 | 3
Cc1cccc2c1N(CCOc1ccccc1Cl)C(=O)C2=O | -2 | -18 | -9 | -9 | -2.0 | -1.7 | 25 | 0.0 | 7
CSc1ccc(CN(C)CC(=O)Nc2ccccc2Br)cc1 | -2 | -19 | 57 | -18 | 1.1 | 0.9 | 1 | 0.2 | 16
COc1cc(NC(=O)C/C(C)=N/NC(=O)C(OC)c2ccccc2)c(OC)cc1Cl (configuration not stated) | 5 | 2 | 32 | -21 | 0.1 | 1.1 | -14 | 0.4 | -3
CC1CN(c2snnc2C=C2C(=O)OC(C)(C)OC2=O)CC(C)O1 (configuration not stated) | -8 | 2 | 21 | -12 | 1.8 | -0.7 | 9 | 0.7 | -3
NC(=O)C1CCN(c2nc(C3CC3)nc3c2nnn3Cc2ccccc2)CC1 | -11 | -1 | 40 | -5 | 1.2 | 0.6 | 6 | 0.9 | 1

The list goes on, overlapping the part above by 3 compounds.
SMILES | NPY2 pot ag | NPY-Y1 PAM-ag | CHOP inh | S1P4 antagonist | TRPN1 ag | S1P4 agonist | EP2 modulator | TRPML3 agonist | NPY-Y1 antag
COc1cc(NC(=O)C/C(C)=N/NC(=O)C(OC)c2ccccc2)c(OC)cc1Cl (configuration not stated) | 5 | 2 | 32 | -21 | 0.1 | 1.1 | -14 | 0.4 | -3
CC1CN(c2snnc2C=C2C(=O)OC(C)(C)OC2=O)CC(C)O1 (configuration not stated) | -8 | 2 | 21 | -12 | 1.8 | -0.7 | 9 | 0.7 | -3
NC(=O)C1CCN(c2nc(C3CC3)nc3c2nnn3Cc2ccccc2)CC1 | -11 | -1 | 40 | -5 | 1.2 | 0.6 | 6 | 0.9 | 1
OC(COCc1cccs1)CN1CCN(c2ccccc2Cl)CC1 (configuration not stated) | -2 | 3 | 11 | -11 | -0.8 | -0.3 | 11 | -0.3 | 0
CCOc1ccc(-c2nc(-c3ccccc3)no2)cc1OCC | 15 | 22 | 46 | 78* | 1.1 | 1.3 | 38&38 | -0.5 | -1
CC(=O)NC1=C(NC2CCS(=O)(=O)C2)C(=O)c2ccccc2C1=O (configuration not stated) | 4 | -11 | -2 | 2 | -0.4 | -2.0 | 23 | 0.0 | 8
COc1ccc(N2CCN(c3oc(COc4ccc(Cl)cc4Cl)nc3C#N)CC2)cc1 | -16 | -51 | 64 | 5 | -0.1 | 2.1 | -18 | 0.1 | 52*
O=C(CNCc1ccccn1)N1CCc2ccccc2C1 | 8 | -11 | -18 | 1 | 0.8 | -1.7 | 20 | -0.6 | nt
COc1ccc(-n2c(C)cc(/C=C3\SC(=S)N(Cc4ccco4)C3=O)c2C)cc1 | 0 | -6 | 14 | -18 | -0.8 | -0.7 | 11 | 1.1 | 1
CN(C)c1ccc(/C=C2\CCC/C(=C\c3ccccc3)C2=O)cc1 | -6 | -4 | 28 | -10 | 13 | 2.4 | 6 | 5.3 | 0
Cc1ccc(S(=O)(=O)Nc2nc(C)cc(NN)n2)cc1 | 7 | 11 | -7 | -23 | -0.6 | 0.6 | 9&21 | -0.4 | nt
O=[N+]([O-])c1cccc(-c2n[nH]c(=S)n2-c2ccc(Br)cc2)c1 | -16 | -2 | 2 | -7 | 0.1 | 0.8 | 33 | 0.4 | 6
CCCCCc1ccc(-c2ccc(OC)cc2)nc1 | -8 | 8 | 25 | -5 | 1.7 | 1.0 | 10 | 0.6 | -3
CCOC(=O)c1c(NC(C)=O)sc2c(OC(C)=O)cccc12 | 2 | -25 | 17 | 4 | -0.7 | -1.6 | 23 | 1.4 | -8
O=C(Nc1ccccc1N1CCCCC1)c1ccc(Cl)c([N+](=O)[O-])c1 | 9 | 51* | -29 | -3 | -0.3 | -0.7 | 59 | -0.5 | -10

Profiles from above. Order of screens: NPY2 pot ag | NPY-Y1 PAM-ag | CHOP inh | S1P4 antagonist | TRPN1 ag | S1P4 agonist | EP2 modulator | TRPML3 agonist | NPY-Y1 antag
Record of NC(=O)C1CCN(c2nc(C3CC3)nc3c2nnn3Cc2ccccc2)CC1 : -11 | -1 | 40 | -5 | 1.2 | 0.6 | 6 | 0.9 | 1
Record of Cc1ccc(NC(=S)Nc2ccccn2)c(C)c1 : 0 | 9 | 2 | -3 | -1.2 | 0.5 | -33 | 0.5 | nt
Record of COC(=O)c1cc(C(=O)OC)cc(-n2c(C)cc(C(=O)CC#N)c2C)c1 : -16 | -8 | 21 | 2 | 0.8 | 1.2 | 15 | 0.9 | 2
Record of CC(=O)NC1=C(NC2CCS(=O)(=O)C2)C(=O)c2ccccc2C1=O (configuration not stated) : 4 | -11 | -2 | 2 | -0.4 | -2.0 | 23 | 0.0 | 8
Record of O=C(Nc1ccc(F)c(Cl)c1)N1CCCC1 : -16 | -5 | -5 | -3 | 1.7 | -0.3 | -14 | -0.3 | -2

Later entries.
SMILES | NPY2 pot ag | NPY-Y1 PAM-ag | CHOP inh | S1P4 antagonist | TRPN1 ag | S1P4 agonist | EP2 modulator | TRPML3 agonist | NPY-Y1 antag
O=C(Nc1ccc2c(c1)OCO2)c1ccccc1SCC(=O)N1CCCC1 | -15 | 21 | 5 | -10 | 0.8 | 0.0 | 17 | 0.1 | 10
CNC(=O)CN(c1ccc(OC)cc1)S(=O)(=O)c1ccc(F)cc1 | -2 | -6 | 1 | -3 | 0.5 | 1.2 | 38 | 0.4 | 5
CCOC(=O)C1CCN(C(=O)CS(=O)Cc2nc(-c3ccc(C)cc3)oc2C)CC1 (configuration not stated) | 5 | 1 | 60 | -7 | -1.5 | -0.4 | 33 | -0.3 | -1
O=C(C1CCC(CNS(=O)(=O)c2cccc3cccnc23)CC1)N1CCCC1 (configuration not stated) | -8 | 19 | 24 | 2 | 1.6 | -0.6 | 0 | 0.3 | -1
CC1(C)CC(=O)C2=C(C1)NC(Nc1nc3ccccc3o1)=NC21CCCCC1 | -22 | 13 | 21 | 3 | 0.6 | 2.0 | 22 | 0.2 | 5
CCCOP(=O)(OCCC)C(Nc1ccc(C(=O)O)cc1)c1ccccc1 (configuration not stated) | 7 | -14 | -3 | -3 | 0.1 | 1.9 | 0 | 0.9 | 13
CCOc1cc(S(=O)(=O)N(Cc2ccccc2)Cc2ccccc2)c(OCC)cc1-n1cnnn1 | -1 | -14 | -4 | -1 | 0.2 | 0.9 | 30 | 0.2 | 3
CC(C)(CNC(=O)C1CCCN1C(=O)c1cccs1)N1CCOCC1 (configuration not stated) | -5 | -17 | 1 | -1 | -0.2 | 0.0 | 9 | 0.7 | -2
COc1ccc(C(=O)NN)cc1COc1ccc(Br)cc1 | -23 | 14 | 3 | 11 | 0.8 | -0.3 | -9 | 0.5 | 2
Cc1c(N=C2SCC(=O)N2/N=C/c2ccccc2)c(=O)n(-c2ccccc2)n1C | -1 | 5 | -6 | -15 | -0.1 | 1.5 | 11 | 0.0 | -5
